# esBAF inh = blocks esBAF chromatin remodeling in mouse ES cells. actives 2% (n = 350,000). Bmi1-luciferase knock-in reporter, 24 h; 100% = twice the neutral-well signal. reporter increase, % at 12.5 µM; in the data active means activation above about 40%;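 further: 0% = median of the plate's neutral control wells and 100% = double that signal; a rise in the Bmi1 reporter signal indicates esBAF inhibition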
# RAD52 anneal inh = blocks human RAD52 DNA annealing. actives 0.46% (n = 360,000). P43351. recombinant RAD52 DNA annealing, FRET fluorescence. inhibition, % at 18.7 µM;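 active means every replicate showing at least 50% inhibition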
# CASP6 VEID inh = inhibitors of human caspase-6; actives 0.53% (n = 350,000); purified caspase-6, Z-VEID-R110 cleavage fluorescence; P55212; inhibition, % at 12.5 µM;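 active means mean inhibition across replicates at least about 35%, with every replicate also reaching that limit, limit read from the data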;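 further: 0% = median of neutral control wells and 100% = no fluorescence left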
# ARNT-TACC3 inh = ARNT/TACC3 interaction disruption; Q9Y6A5; AlphaScreen His-ARNT PAS-B/GST-TACC3 binding, luminescence; TACC3 fragment carries E629A point mutation; inhibition, % at 9.99 µM; actives 0.66% (n = 390,000); AID 623870;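 active means mean inhibition of replicates at least 50% and at least half of replicates each reaching 50%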;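 further: 0% = complete ARNT plus TACC3 wells and 100% = ARNT alone without TACC3; many hits fall short of the cut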
# E-sel inducer = E-selectin induction on HUVECs; P16581; HUVEC E-selectin immunofluorescence imaging; normalized: neutral wells 0, TNF-alpha wells 100; activation, % at 7.58 µM; actives 0.37% (n = 260,000); AID 686992;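 active means mean E-selectin-positive cell signal at least 10% of the positive control, reached in at least 60% of replicates, without over 20% cell loss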;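 further: in these data hits start at about 27%; measured in HUVEC primary endothelial cells; signal is the percent of cells scored E-selectin positive by PE staining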
# Target sequence (P16581 whole entry, looked up): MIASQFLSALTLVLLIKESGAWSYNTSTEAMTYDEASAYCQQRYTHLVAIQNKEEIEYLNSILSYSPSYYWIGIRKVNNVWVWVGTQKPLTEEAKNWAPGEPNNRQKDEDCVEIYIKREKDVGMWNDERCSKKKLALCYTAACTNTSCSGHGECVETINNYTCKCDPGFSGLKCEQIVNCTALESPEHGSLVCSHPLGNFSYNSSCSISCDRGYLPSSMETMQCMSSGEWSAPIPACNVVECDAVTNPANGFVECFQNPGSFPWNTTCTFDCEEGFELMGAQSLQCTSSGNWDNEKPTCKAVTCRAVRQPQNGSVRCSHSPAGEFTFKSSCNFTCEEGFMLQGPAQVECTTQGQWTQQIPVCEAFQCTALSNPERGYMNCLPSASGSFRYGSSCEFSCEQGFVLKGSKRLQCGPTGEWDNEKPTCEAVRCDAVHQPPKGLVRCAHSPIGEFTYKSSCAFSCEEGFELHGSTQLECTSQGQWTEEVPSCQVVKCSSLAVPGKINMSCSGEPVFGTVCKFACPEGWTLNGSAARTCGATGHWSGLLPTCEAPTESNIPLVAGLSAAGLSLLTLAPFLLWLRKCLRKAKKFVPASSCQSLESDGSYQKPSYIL
#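 Assay system: HUVEC, human umbilical vein endothelial cells / Amount: 3,000 HUVEC/well / Controls: TNF-alpha positive control, DMSO neutral control / Compound dosing: single concentration / Medium: EGM-2 over gelatin coat / Evaluation: percent E-selectin-positive cells / Signal: immunofluorescence imaging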
# RAD54 inh = RAD54 (human) branch migration inhibition. RAD54 Holliday junction branch migration, FAM/BHQ fluorescence. inhibition, % at 10.4 µM. actives 0.14% (n = 360,000). AID 602329;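 active means mean normalized replicate activity at least 40 and at least half of replicates scoring 40 or more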;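 further: 0% = median of neutral control wells and 100% = median of positive control wells; inhibitors cause a drop in the FAM fluorescence signal; in these data hits start at about 50%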
# PglD DTNB = blocks C. jejuni PglD acetyltransferase activity; purified PglD enzyme, DTNB colorimetric CoA detection; inhibition, % at 12.5 µM; actives 0.098% (n = 360,000); AID 602405; in the data active means inhibition above about 16%, passing the limit was not always enough; further: strong numbers were not always called active
# ERp5 inh = ERp5 (human) disulfide isomerase inhibition; Q15084; ERp5 insulin aggregation, absorbance 650 nm, 90 min; inhibition, % at 9.99 µM; actives 0.05% (n = 350,000);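 active means mean replicate inhibition above about 25%, with every replicate also reaching it, limit read from the data, passing the limit was not always enough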
# Target sequence (Q15084 whole entry, looked up): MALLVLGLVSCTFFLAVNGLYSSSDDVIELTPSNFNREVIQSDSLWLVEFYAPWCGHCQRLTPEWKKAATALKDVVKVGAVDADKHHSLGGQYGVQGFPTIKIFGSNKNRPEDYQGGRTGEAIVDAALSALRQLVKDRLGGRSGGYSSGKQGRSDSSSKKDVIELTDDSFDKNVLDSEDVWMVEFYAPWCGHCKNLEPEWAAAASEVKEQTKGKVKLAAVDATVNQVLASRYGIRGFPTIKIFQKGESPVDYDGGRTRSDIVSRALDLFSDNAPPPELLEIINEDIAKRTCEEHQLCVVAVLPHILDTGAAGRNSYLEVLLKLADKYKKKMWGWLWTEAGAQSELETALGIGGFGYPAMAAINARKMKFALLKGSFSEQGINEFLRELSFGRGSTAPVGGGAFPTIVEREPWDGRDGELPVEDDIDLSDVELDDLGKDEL
# Numbers without * were called inactive; nt = not tested or not shown; & = joins results of further samples. Rows are unselected (roughly 3.2% active in at least one column).
no.	Compound	esBAF inh	RAD52 anneal inh	CASP6 VEID inh	ARNT-TACC3 inh	E-sel inducer	RAD54 inh	PglD DTNB	ERp5 inh
1	CCOc1ccc(NC(C(=O)Nc2cccc(C(C)=O)c2)c2ccccc2)cc1 (stereo not given)	nt	-7	-7	nt	-0.4	nt	nt	-1
2	CC1Cc2cc(S(=O)(=O)N3CCN(c4ccccc4)CC3)ccc2N1C(=O)C1CC1 (stereo not given)	1	-15	-1	-19	nt	-2	0	-1
3	c1ccc(CCCc2nc(-c3ccccn3)no2)cc1	36	nt	nt	17	nt	4	-8	nt
4	CCc1ccc(Oc2ncnc(N)c2[N+](=O)[O-])cc1	nt	-8	5	-7	-0.7	nt	nt	0
5	Clc1ccc2c(NCc3ccccn3)ccnc2c1	6	-3	-4	9	nt	10	4	4
6	CC1CCCN(C(=O)CN(c2ccccc2)S(=O)(=O)c2ccc(F)cc2)C1 (stereo not given)	9	-18	0	2	nt	-9	-4	-3
7	N#C[C@H]1[C@H](c2ccccc2)[C@@H](CO)N1C(=O)Cc1ccccn1	2	-12	0	6	-0.3	-10	-3	2
8	Cc1ccc(S(=O)(=O)Cc2ccc(C(=O)N3CCN(c4cc(C)ccc4C)CC3)o2)cc1	-4	nt	nt	-2	nt	3	-7	nt

# Results in PglD DTNB and CASP6 VEID inh (three entries from above):
No.	molecule	PglD DTNB	CASP6 VEID inh
1	CCOc1ccc(NC(C(=O)Nc2cccc(C(C)=O)c2)c2ccccc2)cc1 (stereo not given)	nt	-7
2	CC1Cc2cc(S(=O)(=O)N3CCN(c4ccccc4)CC3)ccc2N1C(=O)C1CC1 (stereo not given)	0	-1
3	c1ccc(CCCc2nc(-c3ccccn3)no2)cc1	-8	nt

# The list continues:
no.	Compound	esBAF inh	RAD52 anneal inh	CASP6 VEID inh	ARNT-TACC3 inh	E-sel inducer	RAD54 inh	PglD DTNB	ERp5 inh
9	O=C(CN1C(=O)NC(Cc2ccccc2)C1=O)Nc1ccccc1OC(F)F (stereo not given)	-2	-6	-2	nt	nt	3	-6	19
10	Cc1cccc(N2CCN(C(=O)C3CCN(c4ncnc5c4nc4n5CCCCC4)CC3)CC2C)c1 (stereo not given)	0	-4	4	8	0.2	-8	-1	-2
11	Cc1cccc(S(=O)(=O)N(C)C[C@@H]2OCc3cnnn3CCCC(=O)N([C@H](C)CO)C[C@@H]2C)c1	-2&0&-1	-7&20&1	4&0&-1	-25&-8	-0.1&0.0	2&-1&-1	-8&5&-1	-4&0&-3
12	COc1ccc(-c2c(C)n([O-])c3c([n+]2=O)CCCC3)cc1	1	nt	nt	-4	nt	1	1	nt
13	C[C@@H]1CCCCO[C@H](CN(C)S(C)(=O)=O)[C@@H](C)CN([C@@H](C)CO)C(=O)c2cc(NC(=O)Cc3ccccc3)ccc2O1	-6	-8	-3	-5	-0.2	-7	3	-5
14	CCOC(=O)C(=NCC1CCCO1)NNc1ccccc1Cl (stereo not given)	-4	-8	-3	0	0.8	nt	nt	1
15	COc1cccc(NC(=O)NNC(=O)CN2C(=O)COc3ccccc32)c1	0	-17	-1	-5	0.1	-5	7	-1
16	O=C(CSc1nc2ccsc2c(=O)n1CC1CCC(C(=O)O)CC1)NCCc1ccc(Cl)cc1 (stereo not given)	0	-12	-2	-12	3.6	-13	-2	-5

# More compounds.
no.	Compound	esBAF inh	RAD52 anneal inh	CASP6 VEID inh	ARNT-TACC3 inh	E-sel inducer	RAD54 inh	PglD DTNB	ERp5 inh
17	O=C(C[C@H]1CC[C@H](NS(=O)(=O)c2ccccc2)[C@@H](CO)O1)N1CCN(c2ccccc2)CC1	nt	15	1	nt	-0.3	nt	nt	-5
18	CC(C)[C@@H](C)/C=C/[C@@H](C)[C@H]1CC[C@@H]2[C@]1(C)CCC1[C@]23C=C[C@]2(C[C@@H](O)CC[C@]12C)N(C(=O)Cc1ccccc1)O3 (stereo not given in full)	nt	-11	2	nt	-0.1	nt	nt	-4
19	Oc1ccc(/C=N/N2CCOCC2)c(O)c1O	nt	-23	7	5	5.7	nt	nt	0
20	O=C1CC[C@H](O)CCN1[C@H](CSc1ccccc1)Cc1ccccc1	-3	-3	1	2	nt	4	-5	2
21	CCN1CCN(C(=S)NC(=O)c2cccs2)CC1	2	-4	-2	0	nt	6	1	-1
22	Cc1cc(C)c(N2C(=O)CCCC2=O)c(Cl)c1	-2	-8	-2	-3	nt	-4	-7	3
23	O=C(CCC(=O)Nc1ccc(Oc2ccccc2)cc1)NCCO	3	nt	nt	-3	nt	3	2	nt
24	Cc1cc(-c2ccccc2)nc2cc(C(=O)NCCCn3ccnc3)nn12	1	nt	nt	1	nt	-5	-2	nt

# Further compounds.
no.	Compound	esBAF inh	RAD52 anneal inh	CASP6 VEID inh	ARNT-TACC3 inh	E-sel inducer	RAD54 inh	PglD DTNB	ERp5 inh
25	CC1(C)CC2CC(C)(CN2Cc2c(O)ccc3ccccc23)C1 (stereo not given)	nt	-7	1	2	nt	nt	nt	0
26	CCS(=O)(=O)N1CC2(C1)CN(S(=O)(=O)c1cccc(OC)c1)[C@H](CO)c1[nH]c3cc(OC)ccc3c12	nt	-13	-2	nt	0.1	nt	nt	-2
27	CCCCCC1(C)NC(=S)N(c2ccccc2)N1 (stereo not given)	nt	-11	2	-2	nt	nt	nt	0
28	CCOC(=O)C1=C(C)N=c2s/c(=C/c3cccc([N+](=O)[O-])c3O)c(=O)n2C1c1ccc(OC)cc1OC (stereo not given)	-9	-5	7	0	0.3	-41	10	0
29	CC(=O)N1CC(=O)N2[C@H](CO)[C@H](c3ccc(-c4cccc(C(=O)N(C)C)c4)cc3)[C@@H]2C1	nt	2	1	nt	-0.1	nt	nt	2
30	Cc1ccc(S(=O)(=O)N2CCCCC2CCNC(=O)C(=O)NCc2cccnc2)cc1 (stereo not given)	7	0	3	1	1.7	nt	nt	-3
31	CNC[C@H]1Oc2c(NC(=O)Nc3ccc(OC)cc3)cccc2C(=O)N([C@H](C)CO)C[C@@H]1C	4	-10	0	-21	-0.2	-1	4	2
32	O=C(CSc1nc(-c2ccccc2)cc(C(F)(F)F)n1)c1cccc([N+](=O)[O-])c1	nt	-2	0	-4	-1.6	nt	nt	-4

# Following part:
no.	Compound	esBAF inh	RAD52 anneal inh	CASP6 VEID inh	ARNT-TACC3 inh	E-sel inducer	RAD54 inh	PglD DTNB	ERp5 inh
33	CCOC(=O)C1C2C=CC(CC2)N1c1ccccc1 (stereo not given)	1	-9	-7	4	-0.2	-4	7	2
34	COc1cc(/C=N\Nc2nc3ccccc3[nH]2)cc(OC)c1OC	-10	nt	nt	9	-2.1	14	-1	nt
35	N#CCc1nc2c3c4c(sc3ncn2n1)CCCC4	0	nt	nt	-5	nt	-6	-4	nt
36	Cn1cnc([N+](=O)[O-])c1S(=O)(=O)Oc1ccccc1	-86	-4	25	10	-0.3	7	-2	13
37	COc1ccc(C(C[N+](=O)[O-])c2c(-c3ccccc3)cc3ccccn23)cc1OC (stereo not given)	2	nt	nt	1	nt	-6	0	nt
38	CCOC(=O)C1CCN(c2cc(C)nc3cc(-c4cccc(F)c4)nn23)CC1	-10	nt	nt	-16	nt	-17	-1	nt
39	O=C(CNC(=O)c1cccs1)OCC(=O)c1ccc([N+](=O)[O-])cc1	nt	1	3	-2	nt	nt	nt	0
40	Cc1nnn(-c2nonc2N)c1C(=O)NNC(=O)c1ccc(Cl)c(Cl)c1	nt	-20	0	0	5.0	nt	nt	-3

# Carrying on:
no.	Compound	esBAF inh	RAD52 anneal inh	CASP6 VEID inh	ARNT-TACC3 inh	E-sel inducer	RAD54 inh	PglD DTNB	ERp5 inh
41	CCN1CCN(CCCNC(=O)C2CCN(c3nnc(-n4c(C)ccc4C)s3)CC2)CC1	-7	73*	-146	6	-0.1	-2	-2	4
42	CC(C)(C)c1csc(NC2=NS(=O)(=O)c3ccccc32)n1	15	6	0	-6	nt	nt	nt	3
43	CC1CCC(NC(=O)CCn2ccc3cc(S(=O)(=O)N4CCCC4)ccc32)CC1 (stereo not given)	1	-24	3	6	nt	0	2	-5
44	Fc1cccc(CNc2ncnc3cc(Cl)ccc23)c1F	8	-15	0	-5	nt	-1	-4	-5
45	CNC(=O)NC(=S)NC(=O)c1ccc(OC)cc1	27	nt	nt	-4	nt	-1	-5	nt
46	Cc1ccc(-c2cc(C(=O)Nc3cnn(C45CC6CC(CC(C6)C4)C5)c3)no2)cc1	-2	-20	0	-6	nt	-1	4	-1
47	Cc1cc(C)cc(N2C(=O)CSC2c2cccs2)c1 (stereo not given)	-5	nt	nt	1	nt	1	1	nt
48	C/C(=N\NC(=O)c1cc(C(C)C)[nH]n1)c1ccncc1	24	-7	-3	25	2.3	-9	-3	3

# With a hit mark in RAD52 anneal inh (from the list above):
item	mol	esBAF inh	RAD52 anneal inh	CASP6 VEID inh	ARNT-TACC3 inh	PglD DTNB	ERp5 inh
41	CCN1CCN(CCCNC(=O)C2CCN(c3nnc(-n4c(C)ccc4C)s3)CC2)CC1	-7	73*	-146	6	-2	4

# Fetched one by one from the list above:
no.	Compound	esBAF inh	RAD52 anneal inh	CASP6 VEID inh	ARNT-TACC3 inh	E-sel inducer	RAD54 inh	PglD DTNB	ERp5 inh
35	N#CCc1nc2c3c4c(sc3ncn2n1)CCCC4	0	nt	nt	-5	nt	-6	-4	nt
32	O=C(CSc1nc(-c2ccccc2)cc(C(F)(F)F)n1)c1cccc([N+](=O)[O-])c1	nt	-2	0	-4	-1.6	nt	nt	-4

# The main list resumes, repeating the 3 entries before the break.
no.	Compound	esBAF inh	RAD52 anneal inh	CASP6 VEID inh	ARNT-TACC3 inh	E-sel inducer	RAD54 inh	PglD DTNB	ERp5 inh
46	Cc1ccc(-c2cc(C(=O)Nc3cnn(C45CC6CC(CC(C6)C4)C5)c3)no2)cc1	-2	-20	0	-6	nt	-1	4	-1
47	Cc1cc(C)cc(N2C(=O)CSC2c2cccs2)c1 (stereo not given)	-5	nt	nt	1	nt	1	1	nt
48	C/C(=N\NC(=O)c1cc(C(C)C)[nH]n1)c1ccncc1	24	-7	-3	25	2.3	-9	-3	3
49	CC(C)(C)OC(=O)C[C@@H]1C/C=C\C[C@H](CC(=O)N(CCO)Cc2ccccc2)C(=O)NCCOC1=O	-2	-9	-1	-4	nt	0	0	0
50	O=C(O)CCCNS(=O)(=O)c1ccc2ccccc2c1	-2	nt	nt	2	nt	-34	1	nt
51	CCOc1ccc2[nH]cc(C(=O)N3CCN(C4CCCCC4)CC3)c(=O)c2c1	4	nt	nt	-7	nt	8	1	nt
52	CC(C)(C)OC(=O)NCCCCC1=CC2=CC(=O)C(C)(O)C(=O)C2=CO1 (stereo not given)	2	-37	4	-2	0.0	-19	-2	-5
53	Cc1occc1C(=O)Nc1nnc(-c2ccncc2)s1	11	nt	nt	4	nt	-7	-5	nt
54	Cc1ccc(C(=O)NC(=S)Nc2ccc(N3CCOCC3)cc2)cc1C	nt	-14	6	-1	0.0	nt	nt	5

# Bioassay records: PubChem BioAssay, Broad Institute
